# FN deposit inh: fibronectin deposition inhibition. AH1F fibroblasts, Alexa488-fibronectin deposition fluorescence, overnight. inhibition, % at 12.6 µM. hit rate 0.086% among 350,000. AID 743247;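 active = mean inhibition across replicates of 30% or more, regardless of how many single replicates reach that level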;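 note: positive control wells lacked labelled fibronectin entirely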
#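 Material: AH1F fibroblast monolayer depositing Alexa488-labelled fibronectin into matrix | Input: 10000 AH1F cells/well | Medium: DMEM plus 2% serum, read in PBS | Reagent: Alexa488-fibronectin, 24 nM final in well | Compound dosing: One dose per compound, pinned | Schedule: 1 h adhesion, overnight exposure | Measured by: Fluorescence at 485 nm excitation, 525 nm emission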
# ERAP1 HTS inh: inhibitors of human ERAP1 aminopeptidase | recombinant ERAP1, Leu-AMC fluorescence, 60 min | inhibition, % at 10.7 µM | hit rate 0.15% among 340,000 | AID 652197;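 active = mean replicate inhibition of at least 30%, or all replicates individually reaching that 30% level; inactive = mean below 30% and not every replicate reaching it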;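 note: 0% = neutral control wells and 100% = L-leucinethiol positive control wells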
# Target sequence (Q9NZ08 whole entry, looked up): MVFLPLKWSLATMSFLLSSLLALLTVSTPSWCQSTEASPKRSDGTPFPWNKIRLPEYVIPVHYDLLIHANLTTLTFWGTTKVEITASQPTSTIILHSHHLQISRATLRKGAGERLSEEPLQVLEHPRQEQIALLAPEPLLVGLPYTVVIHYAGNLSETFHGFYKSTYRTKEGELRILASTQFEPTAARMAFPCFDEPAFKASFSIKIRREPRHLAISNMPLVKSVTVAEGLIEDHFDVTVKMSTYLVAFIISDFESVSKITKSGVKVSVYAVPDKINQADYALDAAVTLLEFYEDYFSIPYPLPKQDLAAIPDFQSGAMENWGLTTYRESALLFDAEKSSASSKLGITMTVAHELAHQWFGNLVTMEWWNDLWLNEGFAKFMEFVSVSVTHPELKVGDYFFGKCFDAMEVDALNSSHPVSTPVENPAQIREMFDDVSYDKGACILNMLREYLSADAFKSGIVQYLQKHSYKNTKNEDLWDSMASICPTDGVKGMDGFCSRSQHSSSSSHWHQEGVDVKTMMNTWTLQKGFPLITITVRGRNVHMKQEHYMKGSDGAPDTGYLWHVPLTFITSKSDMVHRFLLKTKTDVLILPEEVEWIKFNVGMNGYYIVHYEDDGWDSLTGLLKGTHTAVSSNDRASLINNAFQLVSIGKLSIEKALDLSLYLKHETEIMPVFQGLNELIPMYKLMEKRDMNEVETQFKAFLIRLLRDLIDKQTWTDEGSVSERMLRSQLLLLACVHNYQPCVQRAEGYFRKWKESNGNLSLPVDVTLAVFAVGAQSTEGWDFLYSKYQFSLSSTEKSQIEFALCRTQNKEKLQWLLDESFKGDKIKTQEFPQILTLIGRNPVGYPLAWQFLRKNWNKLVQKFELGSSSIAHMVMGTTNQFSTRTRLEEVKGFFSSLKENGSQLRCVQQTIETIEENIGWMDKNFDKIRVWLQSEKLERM
# EWS-Fli inh: inhibitors of EWS/Fli oncoprotein transcriptional activity; inhibition, % at 12.6 µM; hit rate 0.67% among 350,000; A673 NR0B1-luciferase reporter, viability-normalised;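 active = mean inhibition of at least 50% after viability correction, with every replicate also passing that limit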;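 note: firefly luciferase signal divided by Alamar Blue viability fluorescence both relative to DMSO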
# LGR2 antag: blocks bursicon-induced cAMP signaling via Drosophila LGR2; HEK293 LGR2, CRE-luciferase, bursicon-stimulated, 4 h; AID 720647; inhibition, % at 9.99 µM; hit rate 0.35% among 380,000;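 active = drop in luminescence signal, shown as inhibition above about 50% in the replicate tests, limit read from the data, passing the limit was not always enough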;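 note: agonist challenge used bursicon conditioned medium at about half maximal strength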
# PGC1a acetyl inh: PGC1a acetylation modulation, inhibitor mode; U2OS PGC1a acetylation, AlphaScreen anti-acetyl-lysine; with virally co-expressed GCN5 acetyltransferase; hit rate 0.17% among 350,000; AID 651687; inhibition, % at 15.6 µM;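 active = every replicate shows inhibition of at least 40%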;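 note: 0% = neutral control wells and 100% = positive control wells; some results beyond the cut were filed as inactive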
# S100A4 MyoIIA: S100A4-myosin IIA interaction inhibition; hit rate 0.14% among 360,000; S100A4/TAMRA-MyoIIA peptide fluorescence polarization; P26447; inhibition, % at 10.7 µM;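 active = mean inhibition of at least 70% across replicates, with every replicate also reaching that level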
# Target sequence (P26447 whole entry, looked up): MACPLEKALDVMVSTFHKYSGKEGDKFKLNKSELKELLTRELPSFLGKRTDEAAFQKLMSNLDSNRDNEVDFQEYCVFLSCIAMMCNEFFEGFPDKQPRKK
#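 Compound dosing: one dose per compound; test system: human S100A4 monomer with TAMRA-labelled myosin IIA peptide; probe or stimulus: TAMRA-labelled myosin IIA heavy-chain peptide probe, 5 nM; medium: HEPES buffer with Ca2+, pH 7.2; schedule: 5 min incubation before reading; benchmarks: neutral control DMSO, positive control TFP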
# PAX8 reporter: PAX8 transcriptional activity inhibition | RMG-I TPO-luciferase reporter, SteadyGlo, 24 h | inhibition, % at 12.6 µM | hit rate 1.2% among 360,000 | AID 652154;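 active = mean replicate inhibition at least 60% with every replicate also reaching 60%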;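 note: luciferase light reporting Pax8 driven TPO promoter activity; plate controls were median of neutral control wells for no effect and mitoxantrone controls for full effect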
# PglD inh: PglD (C. jejuni) enzyme inhibition; purified PglD enzyme, DTNB colorimetric CoA detection; hit rate 0.098% among 360,000; inhibition, % at 12.5 µM; in the data active = inhibition above about 16%, passing the limit was not always enough; note: strong numbers were not always called active
# * hit, by the source's call; x = no result given.
molecule	FN deposit inh	ERAP1 HTS inh	EWS-Fli inh	LGR2 antag	PGC1a acetyl inh	S100A4 MyoIIA	PAX8 reporter	PglD inh
O=C(O)/C=C/C(=O)Nc1ccc(NC(=O)c2ccccc2)c(Cl)c1	x	-1.7	-0.4	8.2	-2.5	-1.4	-30.3	x
C[C@@H]1CN([C@H](C)CO)C(=O)c2cc(NC(=O)c3ccncc3)ccc2O[C@@H](C)CCCCO[C@H]1CN(C)C(=O)Nc1ccccc1	4.3	-2.3	4.4	0.9	-4.9	-1.5	-6.2	1.9
O=C1ON=C(c2ccccc2)/C1=C/c1ccc(OS(=O)(=O)c2ccccc2)cc1	1.4	0.2	-5.9	-13.4	x	-0.9	107.9*	x
CCOc1nc(C)cc(C)c1S(=O)(=O)c1cccc(Cl)c1	-5.7	-2.1	0.6	-6.8	-21.1	-2.6	7.3	7.9
O=C([C@H]1O[C@@H](n2ccc(=O)[nH]c2=O)[C@H](O)[C@@H]1O)N1CCN(c2ccc(Cl)cn2)CC1	1.0	-3.1	-3.0	8.2	-2.6	-18.4	-9.5	-1.4
COc1ccccc1C(=O)NC(=S)Nc1ccc(S(=O)(=O)N2CCN(C)CC2)cc1	11.1	1.2	-17.8	-3.0	x	2.1	16.1	-1.9
COCCNC(=O)C[C@H]1C=C[C@@H](NC(=O)NC2CCCCC2)[C@@H](CO)O1	x	-1.2	-6.1	4.9	3.0	15.7	-3.5	-0.3
CO[C@@H]1CN(C)C(=O)c2cc(NC(C)=O)ccc2OC[C@@H](C)N(Cc2ccc(F)cc2)C[C@H]1C	9.6	0.3	3.9	2.1	x	-0.2	x	-0.5
CC1CCN(CC(=O)Nc2ccccc2C(=O)c2ccccc2)CC1	x	-2.1	-0.9	22.4	-4.9	-11.8	-9.3	x
O=c1nc(SCc2ccccc2Cl)nc(-c2ccc(Cl)cc2)[nH]1	-5.6	-0.3	10.5	x	8.2	0.9	4.4	12.3
CC(NC(=O)c1c(Cl)cnn1C)C1CCCO1 (stereo unspecified)	4.3	3.0	0.2	1.3	7.0	-1.7	0.4	-1.2
CCOc1ccc(NC(=O)COc2ccc(S(=O)(=O)N3CCOCC3)cc2)cc1	-0.9	-4.5	8.3	-5.7	-3.8	-7.5	2.4	-1.9
Cc1nc(-c2ccc(-c3ccon3)s2)no1	0.0	5.8	-35.3	-34.8	x	3.2	-26.3	x
O=C1c2ccccc2CN1CCSC(=S)N1CCOCC1	-1.0	-0.3	-52.8	-8.4	1.7	-4.0	-51.9	2.1
CCn1cc(Cl)c(C(=O)NNC(=O)CCn2ccc([N+](=O)[O-])n2)n1	-1.7	-1.2	x	-8.4	x	-0.9	9.4	1.1
COc1cccc(NC(=O)Nc2ccc3c(c2)C(=O)N(C)[C@@H]2CC[C@H](CC(=O)O)O[C@@H]2CO3)c1	0.1	x	-3.0	-13.0	-2.0	x	-11.8	1.1
CCc1ccc(-c2cn(C3CCCCC3)c(=S)[nH]2)cc1	-12.9	-3.0	3.1	-61.8	1.1	-3.4	-62.2	x
O=C(Nc1nnc(SCc2ccccc2)s1)c1ccco1	-13.9	-0.5	x	-18.9	7.8	-1.3	-22.1	3.1
O=C(CSc1nc2ccccc2c(=O)n1-c1ccc(F)cc1F)c1c[nH]c2ccccc12	10.9	x	x	-0.2	-6.7	x	-14.9	-1.7
Cc1cccnc1NC(=O)c1cccc(S(=O)(=O)N2CCCC2)c1	-0.6	1.7	5.1	-2.5	-3.2	-0.8	10.8	2.0
CC(C)C#Cc1cnc2c(c1)C(=O)N([C@@H](C)CO)C[C@H](C)[C@H](CN(C)C(=O)Nc1ccc(F)cc1)O2	-5.6	4.6	11.3	18.0	-3.5	23.5	x	-0.5
Nn1c(SCc2ccc(Br)cc2)nnc1-c1ccncc1	11.6	-2.8	1.4	0.4	-0.8	-4.8	-7.2	x
c1nc(CCO[C@H]2CCCCO2)cc2cc3c(cc12)OCO3	-1.6	6.2	75.0*	90.8*	x	4.8	4.8	-2.5
COc1cccc(Nc2ccc(C(=O)O)cc2N)c1	-0.8	-5.2	-6.8	-27.3	-10.3	-1.7	-58.4	3.2
Cc1cccc(C(C)C)c1NC(=O)c1ccc(CN(c2ccccc2)S(=O)(=O)c2ccccc2)cc1	2.5	x	x	3.0	5.0	x	-9.6	-2.1
CCCC#Cc1ccc([C@H]2[C@@H](CO)N3CCCCN(Cc4cncnc4)C[C@H]23)cc1	x	x	-3.2	-1.1	-2.8	x	-3.9	0.9
COc1ccc(CCN2CC(C(=O)OCC(=O)Nc3c(C)nn(-c4ccccc4)c3C)CC2=O)cc1OC (stereo unspecified)	0.7	4.5	-4.4	7.3	x	-0.6	-14.7	-2.3
Cc1ccc(O)c(C(=O)c2cc(C#N)c(=O)n(C(C)c3ccccc3)c2)c1 (stereo unspecified)	12.9	4.0	10.1	-4.3	2.3	1.5	15.3	x
CCN(c1ccccc1)S(=O)(=O)c1cccc(C(=O)NCCN2CCOCC2)c1	12.6	1.0	8.3	28.7	-2.9	-0.9	0.4	-6.2
CN(C)S(=O)(=O)c1cccc(C(=O)Nc2ccccc2N2CCCCC2)c1	-6.2	0.8	0.2	-13.5	-5.8	-4.6	-1.8	1.0

# Sorted by the number under S100A4 MyoIIA (low to high): 3 of the compounds above.
Molecule | S100A4 MyoIIA
COc1cccc(Nc2ccc(C(=O)O)cc2N)c1 | -1.7
COc1ccc(CCN2CC(C(=O)OCC(=O)Nc3c(C)nn(-c4ccccc4)c3C)CC2=O)cc1OC (stereo unspecified) | -0.6
COCCNC(=O)C[C@H]1C=C[C@@H](NC(=O)NC2CCCCC2)[C@@H](CO)O1 | 15.7

# Next structures follow:
molecule	FN deposit inh	ERAP1 HTS inh	EWS-Fli inh	LGR2 antag	PGC1a acetyl inh	S100A4 MyoIIA	PAX8 reporter	PglD inh
Cc1onc(-c2ccccc2Cl)c1C(=O)Nc1nn[nH]n1	x	-2.1	-5.0	0.1	-10.7	-23.3	x	-1.3
Cc1cc(C)c2nc(NC(=O)c3ccco3)sc2c1	3.5	2.7	42.3	2.3	-0.8	-0.2	-55.9	-4.3
CC(NC(=O)COC(=O)CSCc1ccccc1)c1ccccc1 (stereo unspecified)	-4.4	-0.8	4.9	6.7	x	-0.4	6.4	x
COC(=O)C(NS(=O)(=O)c1ccc(N2CCCC2=O)cc1)c1ccccc1 (stereo unspecified)	x	3.8	x	-2.4	x	-1.1	7.2	-0.6
Cn1c(=O)[nH]c2c(nc(-c3ccc(Cl)cc3)n2C)c1=O	-3.4	1.9	-5.4	12.9	11.2	-5.9	18.2	-5.6
CCCCn1nc(C(=O)NCC(=O)Nc2c(C)cccc2C)c2ccccc2c1=O	0.6	-1.5	3.2	-5.2	-20.5	0.3	16.5	-7.6
O=C(Nc1cccc(-c2nc3ncccc3o2)c1)c1ccco1	-1.8	x	x	x	-10.2	x	1.9	3.9
CCOC(=O)C1=C(CSc2nc3c(cc2C#N)CN(C)CC3)OC(N)=C(C#N)C1c1ccncc1 (stereo unspecified)	2.0	x	x	-8.8	x	x	-1.4	-2.5
COc1ccc(CN(C)C[C@H]2OCCCC[C@H](C)Oc3ccc(NC(=O)Cc4ccccc4)cc3C(=O)N([C@@H](C)CO)C[C@H]2C)cc1	x	x	-6.3	-6.3	-2.9	x	0.2	1.8
COc1ccc(-c2cc(NC=O)c3ncc(-c4cc(OC)c(OC)c(OC)c4)n3c2)c(OC)c1	2.3	5.4	52.4*	-28.5	x	-8.6	45.8	0.9
C[C@H]1CN([C@@H](C)CO)S(=O)(=O)c2ccc(-c3ccc(F)cc3)cc2O[C@@H]1CN(C)C(=O)Nc1ccccc1F	x	1.4	22.3	7.2	7.3	-2.0	x	0.1
O=C(/C=C/Nc1ccccc1Oc1ccccc1)c1ccco1	13.0	-0.9	2.4	-11.6	-5.1	-5.4	10.6	-4.9
Cc1cc(C)c(C)c(C(=O)COC(=O)CNC(=O)CNC(=O)c2ccco2)c1C	-0.8	-2.0	-0.6	-4.0	x	-2.1	1.7	1.2
COc1ccc(S(=O)(=O)Nc2ccc3c(c2)C(=O)N([C@@H](C)CO)C[C@H](C)[C@H](CN(C)S(=O)(=O)c2cn(C)cn2)O3)cc1	x	7.3	-8.9	-4.9	-2.3	2.4	x	-0.9
COc1ccc(NC(=O)c2cc(C)on2)cc1	4.8	x	-56.8	-37.9	9.1	-4.8	-149.8	x
CCc1ccc(CNCc2ccc(OCC(O)CN(C)Cc3ccccc3)cc2)nc1 (stereo unspecified)	-11.4	0.1	42.7	0.8	-4.4	-13.9	32.7	-1.1
COc1cccc(C#Cc2ccc3c(c2)O[C@@H](CN(C)S(=O)(=O)c2ccccc2F)[C@H](C)CN([C@@H](C)CO)S3(=O)=O)c1	x	0.1	4.5	4.2	5.4	-22.8	1.1	14.5
O=C(Nc1ccccc1OC(F)(F)F)c1ccc([N+](=O)[O-])cc1	-19.3	1.7	-1.1	0.4	-3.0	-4.4	-8.5	x
Cc1ccc(NC(=O)c2ccc3nsnc3c2)c(C)c1	8.3	0.6	-62.0	-3.5	-13.1	-2.8	-82.5	-3.5
C/C(=N\NS(=O)(=O)c1ccccc1)c1ccccc1	5.4	3.3	1.2	3.8	9.6	1.6	5.6	x
O=C(CNC(=O)c1ccccc1F)N/N=C/c1ccc2c(c1)OCO2	-3.2	-1.8	-103.5	-26.4	-4.3	-11.0	-104.8	-0.4
COC(=O)[C@]12CCCCC=C1N(Cc1ccco1)C(=O)[C@H](CC(=O)NCCC(C)C)C2	-12.0	-0.7	8.3	-11.0	x	-3.2	0.3	x
C/C=C/C=C/C(=O)N1CC2(CC(c3cccc(NC(=O)/C=C/C)c3)=NO2)C[C@@H]1C(N)=O (stereo partly specified)	-14.7	-1.6	-3.5	-3.7	x	-0.7	24.1	2.0
Cc1ccc(CN2C(=O)C(Cc3ccccc3)Nc3ncnc(N4CCOCC4)c32)cc1 (stereo unspecified)	0.5	-4.1	-1.7	5.3	-5.8	28.1	-12.7	-1.6
O=C(C[C@@H]1C=C[C@@H](NC(=O)CN2CCOCC2)[C@H](CO)O1)NCc1cccc(F)c1	-4.0	2.9	1.2	-3.3	11.6	6.8	8.6	-0.2
Cc1ccc(C(=O)N/N=C\c2ccc([N+](=O)[O-])o2)cn1	5.3	5.6	8.2	-2.4	-10.4	2.1	11.5	-2.8
Cc1ccc(S(=O)(=O)N(C)C[C@H]2OCCCC[C@@H](C)Oc3ccc(NC(=O)Nc4cccc5ccccc45)cc3C(=O)N([C@@H](C)CO)C[C@H]2C)cc1	6.0	-2.9	-4.3	7.7	-8.4	-61.7	-0.9	0.6
O=[N+]([O-])c1ccccc1N/N=C1\CCc2ccccc21	2.2	-0.6	-62.5	-83.5	2.4	-0.7	-33.3	x
O=C(NCC1CCCN1S(=O)(=O)c1cccs1)c1ccccc1F (stereo unspecified)	-4.0	-0.7	-0.3	-16.0	11.0	-2.5	-2.6	4.1
C[C@H](CO)N1C[C@H](C)[C@@H](CN(C)C(=O)Nc2ccc(F)cc2)OCCCC[C@H](C)Oc2ccc(NS(=O)(=O)c3ccc(F)cc3)cc2C1=O	12.6	x	4.7	5.5	1.1	x	9.1	-0.7

# From PubChem
